Source: PubChem (Broad Institute)
esBAF inh: SWI/SNF esBAF complex inhibition | reporter increase, % at 12.5 µM | mouse ES cells, Bmi1-luciferase knock-in reporter, 24 h; 100% = twice the neutral-well signal | 350,000 compounds, 2% hits | AID 602393; in the data active = activation above about 40%; inconclusive = no clear call, values can overlap the other calls;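 note: 0% = median of the plate's neutral control wells and 100% = double that signal; a rise in the Bmi1 reporter signal indicates esBAF inhibition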
S100A4 inh HTS: S100A4-myosin IIA interaction inhibition. P26447. S100A4/TAMRA-MyoIIA peptide fluorescence polarization. inhibition, % at 10.7 µM. 360,000 compounds, 0.14% hits;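 active = mean inhibition of at least 70% across replicates, with every replicate also reaching that level; inconclusive = mean inhibition reaches 70% but some replicates fall short; inactive = mean inhibition below 70%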
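Test system: S100A4 monomer protein. Medium: HEPES buffer with Ca2+, pH 7.2. Reagent: fluorescent myosin IIA peptide, 5 nM. Compound dosing: single-point compound testing. Timing: 5 min between mix addition and reading. Benchmarks: DMSO neutral and TFP positive wells.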
Xi reactivation: reactivates the inactive X chromosome in mouse fibroblasts | activation, % at 7.58 µM | 360,000 compounds, 0.055% hits | XiGFP mouse fibroblasts, % GFP-positive cells imaging, 3 d; cells co-treated with 5-aza-dC sensitizer; scaled so ellipticine positive control = 100%;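 active = mean normalized replicate activation at least 10% and every replicate at or above 10%; inconclusive = only one of the two criteria met; inactive = mean below 10% and not all replicates reach 10%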;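 note: 0% = median of on-plate neutral control wells and 100% = ellipticine 6 µM median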
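material = 68-5-11 XiGFP fibroblast line | medium = DMEM plus 5-aza-dC sensitizer | schedule = 3 days compound exposure | benchmarks = positive control ellipticine, 6 µM final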
ERp5 inh: inhibitors of human ERp5 | Q15084 | ERp5 insulin aggregation, absorbance 650 nm, 90 min | inhibition, % at 9.99 µM | 350,000 compounds, 0.05% hits;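 active = mean replicate inhibition above about 25%, with every replicate also reaching it, limit read from the data, passing the limit was not always enough; inconclusive = only one of those two criteria met; inactive = neither criterion met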
E-sel inducer: E-selectin induction on HUVECs; P16581; 260,000 compounds, 0.37% hits; AID 686992; activation, % at 7.58 µM; HUVEC E-selectin immunofluorescence imaging; normalized: neutral wells 0, TNF-alpha wells 100;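 active = mean E-selectin-positive cell signal at least 10% of the positive control, reached in at least 60% of replicates, without over 20% cell loss; inconclusive = no rule given, readout overlaps actives, possibly toxicity-flagged; inactive = the rest, including those meeting only one limit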;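 note: in these data hits start at about 27%; measured in HUVEC primary endothelial cells; signal is the percent of cells scored E-selectin positive by PE staining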
Target sequence (P16581 whole entry, looked up): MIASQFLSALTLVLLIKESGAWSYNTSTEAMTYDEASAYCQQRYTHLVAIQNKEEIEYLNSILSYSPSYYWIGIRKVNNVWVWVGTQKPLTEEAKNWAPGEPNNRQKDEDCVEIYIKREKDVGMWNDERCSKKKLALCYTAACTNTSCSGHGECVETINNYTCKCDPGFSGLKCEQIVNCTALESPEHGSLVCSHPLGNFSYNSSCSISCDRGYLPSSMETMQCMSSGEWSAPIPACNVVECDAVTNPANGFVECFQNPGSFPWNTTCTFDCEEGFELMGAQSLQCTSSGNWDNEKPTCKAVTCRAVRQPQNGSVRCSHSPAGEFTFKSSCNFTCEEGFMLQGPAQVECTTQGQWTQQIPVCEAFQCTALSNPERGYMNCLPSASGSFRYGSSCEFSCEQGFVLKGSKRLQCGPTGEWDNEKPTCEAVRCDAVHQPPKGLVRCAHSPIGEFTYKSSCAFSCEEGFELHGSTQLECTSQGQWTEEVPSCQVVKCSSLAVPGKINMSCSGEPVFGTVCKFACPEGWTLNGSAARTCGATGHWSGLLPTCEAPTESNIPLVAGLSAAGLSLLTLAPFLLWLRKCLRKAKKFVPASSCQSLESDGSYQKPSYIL
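Test system: HUVEC; input: 3,000 HUVEC/well; measured by: immunofluorescence imaging; read-out: % PE-positive cells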
RAD54 inh: inhibitors of human RAD54 branch migration | Q92698 | RAD54 Holliday junction branch migration, FAM/BHQ fluorescence | inhibition, % at 10.4 µM | 360,000 compounds, 0.14% hits | AID 602329;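 active = mean normalized replicate activity at least 40 and at least half of replicates scoring 40 or more; inconclusive = only one of the two criteria met; inactive = mean below 40 and under half of replicates reaching 40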;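 note: 0% = median of neutral control wells and 100% = median of positive control wells; inhibitors cause a drop in the FAM fluorescence signal; in these data hits start at about 50%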
RAD52 inh: inhibitors of human RAD52 DNA annealing; recombinant RAD52 DNA annealing, FRET fluorescence; inhibition, % at 18.7 µM; 360,000 compounds, 0.46% hits; AID 651710;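 active = every replicate showing at least 50% inhibition; inconclusive = mean inhibition at least 50% but not in every replicate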
Target sequence (P43351 whole entry, looked up): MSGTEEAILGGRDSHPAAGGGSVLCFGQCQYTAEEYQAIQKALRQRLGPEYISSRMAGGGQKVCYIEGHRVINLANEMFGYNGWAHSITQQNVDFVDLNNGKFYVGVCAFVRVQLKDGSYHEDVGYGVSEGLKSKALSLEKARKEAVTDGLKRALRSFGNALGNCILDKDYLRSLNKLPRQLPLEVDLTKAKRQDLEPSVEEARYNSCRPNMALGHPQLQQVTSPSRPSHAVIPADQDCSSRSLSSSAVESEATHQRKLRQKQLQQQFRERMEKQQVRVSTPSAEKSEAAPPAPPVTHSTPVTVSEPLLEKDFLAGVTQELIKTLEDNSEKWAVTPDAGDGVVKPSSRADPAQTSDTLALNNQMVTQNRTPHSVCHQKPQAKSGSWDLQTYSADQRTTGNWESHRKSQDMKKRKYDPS
ERAP1 inh: ERAP1 (human) enzyme inhibition; Q9NZ08; inhibition, % at 10.7 µM; 340,000 compounds, 0.15% hits; recombinant ERAP1, Leu-AMC fluorescence, 60 min;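 active = mean replicate inhibition of at least 30%, or all replicates individually reaching that 30% level; inactive = mean below 30% and not every replicate reaching it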;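 note: 0% = neutral control wells and 100% = L-leucinethiol positive control wells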
The depositor's hits bear a star; ? = inconclusive; / = no result given; & = joins results of further samples.

Compound,esBAF inh,S100A4 inh HTS,Xi reactivation,ERp5 inh,E-sel inducer,RAD54 inh,RAD52 inh,ERAP1 inh
COc1ccc(-c2csc(C(C)(O)c3ccc(OC)cc3)n2)cc1 (stereo unspecified),22,-2,0.0,5,0.1,-2,-8,-3
COc1ccc(OC)c(NC(=O)C2C3C=CC(C3)C2C(=O)NCc2cccnc2)c1 (stereo unspecified),/,0,0.0,7,/,/,-6,8
S=C(NCc1ccccc1)Nc1ccc(Oc2ccccc2)cc1,-2,43,-0.1,3,0.2,6,-22,0
Cc1ccc(C(=O)COC(=O)CN2C(=O)C3C4C=CC(C4)C3C2=O)cc1C (stereo unspecified),4,1,0.0,3,0.1,2,-16,-5
CC(=O)N(C)C[C@@H]1Oc2ncc(C#CCc3ccccc3)cc2C(=O)N([C@@H](C)CO)C[C@H]1C,-2,-8,-0.3,7,-0.2,-4,/,0
COC(=O)C(Cc1ccccc1)NC(=O)c1cc(S(=O)(=O)N(C)C)ccc1Cl (stereo unspecified),/,4,-0.1,6,3.7,/,-18,-3
CC(C)c1ccccc1-n1c(SCC(=O)N2CCc3ccccc3C2)nc2ccccc2c1=O,/,-1,0.0,-4,/,-4,-14,3
CC1CC(C)CN(C(=O)COC(=O)c2cncc(Br)c2)C1 (stereo unspecified),-6,-6,1.7,-1,/,-10,-8,-3
CCCCCC(=O)NN1C(=S)N(c2ccc(OC)cc2)C(=O)C1CC(=O)Nc1ccccc1 (stereo unspecified),-4,2,0.0,-7,/,5,-3,-2
COc1ccc2c3c(n(C)c2c1)[C@H](CO)N(Cc1ccccc1)CC31CN(C(=O)Nc2cccc(F)c2)C1,/,-1,0.3,5,0.4,/,-13,-2
CC(C)c1cc(C(=O)Nc2sc3c(c2C#N)CCC3)no1,/,4,/,3,/,/,-16,-1
CC1CN(C(=O)c2ccc(NS(=O)(=O)c3ccc(F)c(F)c3)cc2)CC(C)O1 (stereo unspecified),-3,-1,0.0,15,0.5,-6,-10,0
Cc1cc(C(=O)N/N=C/c2c(CO)cnc(C)c2O)c2ccccc2n1,-5,17,0.2,-3,/,-2,-16,6
Clc1ccc(-n2cccc2)cn1,5,2,0.1,-2,/,1,-7,0
Cn1c(CN2CCN(C(=O)c3ccco3)CC2)nc2cc([N+](=O)[O-])ccc21,9,9,0.5,-2,0.9,14,-4,-6
C[C@@H]1CN([C@H](C)CO)S(=O)(=O)c2ccc(C3=CCCC3)cc2O[C@@H]1CN(C)C(=O)CC1CC1,-1,-3,-0.6,-1,-0.3,1,-3,2
CCCSc1nnc(NC(=O)CSc2sc3c(O)cc(=O)[nH]c3c2C#N)s1,1,1,0.2,4,/,3,-78,-1
CCCN(CC(=O)Nc1ccccc1C)C(=O)/C=C/c1cccs1,-8,-4,-0.1,3,/,3,-18,0
CC(=O)N1[C@@H]2c3ccc(-c4cccc(F)c4)c(=O)n3C[C@@H]2[C@@H](CO)[C@@H]1C(=O)NCC1CC1,3,7,0.1,-1,-0.7,6,-1,-1
COc1ccc(NC(=O)c2sc3nc(C)nc(N4CCOCC4)c3c2C)c(OC)c1,-2,2,-0.2,1,0.0,4,1,/
CCC(C)(C)NC(=O)C(c1ccc(OC)cc1)N(C(=O)CCC(=O)Nc1cc(C)on1)C1CC1 (stereo unspecified),-1,-38,0.0,-1,0.6,2,-2,-4
CC(C)(C)OC(=O)N[C@@H](COCc1ccccc1)C(=O)N[C@@H](CO)[C@H](O)[C@@H]1C[C@@H]1C(=O)NC1CC1,-2,-10,0.0,-2,-0.1,-7,-2,1
C/C=C/c1ccc([C@H]2[C@H]3CN(C(=O)Nc4ccc(F)cc4)CCCCN3[C@H]2CO)cc1,-1,10,0.1,-4,1.4,-23,6,1
C[C@H](O)C#Cc1cnc2c(c1)C(=O)N([C@@H](C)CO)C[C@H](C)[C@H](CN(C)C(=O)CC1CC1)O2,1,?,0.5,-8,-0.5,13,8,2

As a short view, part of the list above.
Compound,esBAF inh,S100A4 inh HTS,Xi reactivation,ERp5 inh,E-sel inducer,RAD54 inh,RAD52 inh,ERAP1 inh
CCCSc1nnc(NC(=O)CSc2sc3c(O)cc(=O)[nH]c3c2C#N)s1,1,1,0.2,4,/,3,-78,-1
CCCN(CC(=O)Nc1ccccc1C)C(=O)/C=C/c1cccs1,-8,-4,-0.1,3,/,3,-18,0
CC(=O)N1[C@@H]2c3ccc(-c4cccc(F)c4)c(=O)n3C[C@@H]2[C@@H](CO)[C@@H]1C(=O)NCC1CC1,3,7,0.1,-1,-0.7,6,-1,-1

(continued)
Compound,esBAF inh,S100A4 inh HTS,Xi reactivation,ERp5 inh,E-sel inducer,RAD54 inh,RAD52 inh,ERAP1 inh
COc1ccc(CN2C(C)C3C(C)=CC2C2C(=O)N(C)C(=O)C32)cc1 (stereo unspecified),/,-12,/,0,/,-8,-16,0
CCOc1ccc(C(=O)NCC(=O)OCCN2C(=O)c3ccccc3C2=O)cc1OCC,-6,-1,0.2,-3,1.8,9,4,-1
CCC(=O)Nc1ccc2c(c1)OC[C@@H](C)N(C(=O)COC)C[C@@H](C)[C@@H](OC)CN(C)C2=O,0,13,0.3,-2,0.3,-5,1,-1
CCCCN(C)C(=O)C(Cc1ccccc1)NS(=O)(=O)c1ccc2c(c1)c(=O)n(C)c(=O)n2C (stereo unspecified),-3,-3,0.2,5,0.3,-15,-26,2
CCc1c(C)sc(NC(=O)Cc2ccccc2C)c1C(=O)N1CCOCC1,1,-3,0.2,2,4.9,-5,-6,1
COCCN(C(=O)COC(=O)c1ccc2c(c1)OCCO2)c1c(N)n(Cc2ccccc2)c(=O)[nH]c1=O,-1,20,-0.1,-1,-0.6,/,0,0
CCOc1ccc(C(=O)Nc2cccc(-c3nc4ccccc4[nH]3)c2C)cc1[N+](=O)[O-],/,3,-0.1,-8,/,2,-7,-3
CN(C)CCNc1ncnc2c1sc1nc(N3CCCC3)c3c(c12)CC(C)(C)OC3,-1,-1,0.1,3,/,97*,88*,0
Cc1onc(-c2c(F)cccc2Cl)c1C(=O)NCCCN1CCOCC1,-4,-3,/,1,/,-2,-11,-2
C[C@@H]1CN([C@H](C)CO)S(=O)(=O)c2ccc(-c3cncnc3)cc2O[C@H]1CN(C)Cc1cccnc1,-1,-5,0.5,-1,0.3,-3,-9,0
COc1cccc(N(C(=O)Cn2nnc(-c3ccc(Cl)cc3)n2)C(C(=O)NCC2CCCO2)c2ccc(C)cc2)c1 (stereo unspecified),6,2,0.3,1,-0.6,7,-2,0
CC(=O)Nc1cccc(-c2nnc3n2CC(C)S3)c1 (stereo unspecified),-4,7,/,-2,/,-17,-4,-2
CCCCCCCCS(=O)C1CS(=O)(=O)CC1O (stereo unspecified),/,6,0.0,3,-0.1,/,-5,4
CCc1nc2ccc(C(=O)NCc3ccc(OC)cc3)cn2c1N(C)CCC(C)C,-7,7,-0.1,0,0.4,-5,-62,-3
CC1(C2CCCC2)NC(=O)NC1=O (stereo unspecified),5,6,0.0,-3,-0.1,3,-16,-4
CC(=O)Nc1cccc(-c2ccnc3c2CC(C)(C(=O)NC(C)C)O3)c1 (stereo unspecified),-6,-14,0.3,5,-0.3,-4,-7,2
O=C(C[C@H]1C[C@@H]2c3cc(NC(=O)Cc4ccncc4)ccc3O[C@@H]2[C@H](CO)O1)NCc1ccccn1,-6,-7,-0.1,5,-0.4,14,3,0
COc1ccc(S(=O)(=O)Nc2c(O)ccc3ccccc23)cc1OC,/,-9,0.1,2,/,-2,-10,-3
CC(Nc1ccccc1CO)C(=O)Nc1cccc(Cl)c1Cl (stereo unspecified),2,-5,0.0,-1,0.5,7,-10,-1
Cc1ccc(S(=O)(=O)N(C)C[C@H]2Oc3c(cccc3N(C)C)C(=O)N([C@H](C)CO)C[C@@H]2C)cc1,-1,-3,0.0,-1,-7.7,-1,1,-1
O=C(NNC(=S)NCc1ccccc1)c1ccc(Br)o1,/,-8,0.2,-3,/,/,-13,5
Cc1c(NC(=O)c2cnc(Cl)c(Cl)c2)c(=O)n(-c2ccccc2)n1C,1,-3,0.3,2,/,6,-3,8
COc1cc2sc(-c3ccccc3OC)c(-c3ccc(OCCN4CCCCC4)cc3)c2cc1OC,-88,2,0.1,16,0.0,-8,-4,-1
CCOC(=O)N1CCN(c2c(N3CCc4ccccc43)c(=O)c2=O)CC1,11,-3,0.3,2,0.4,12,3,1
Cc1ccc(NS(=O)(=O)c2cccc(C(=O)N(C)Cc3cccs3)c2)cc1,9,3,-0.1,1,/,-8,-9,2
CN1C(=O)c2cc(NC(=O)c3ccccc3)ccc2OC[C@@H]2O[C@H](CC(=O)O)CC[C@@H]21,3,15,0.0,4,-0.1,0,1,0
C[C@@H]1CCCCO[C@H](CN(C)C(=O)c2ccccc2)[C@@H](C)CN([C@H](C)CO)C(=O)c2cc(NC(=O)Nc3ccc(F)cc3)ccc2O1,0,-5,0.2,3,0.0,4,-4,-4
Cc1cc(C)cc(N(CC(=O)N2CCN(Cc3ccccc3)CC2)S(=O)(=O)c2c(C)noc2C)c1,-2,7,0.0,-3,/,12,-23,/
CCOC(=O)c1ccccc1NC(=O)CN1CCC(n2nnc3cc(C(F)(F)F)ccc32)CC1,-7,-8,-0.2,2,-0.4,-15,-1,-4
[N-]=[N+]=NCc1ccccc1C[C@]1(C(=O)N2CCCCC2)N=C(c2ccc(OCCCO)cc2)O[C@H]1c1ccccc1,/,-11,/,-4,/,-3,8,-2
Cc1cc2c(=O)n(C)c(SCC(=O)NCC3CCCO3)nc2s1 (stereo unspecified),12,-4,-0.2,9,-0.8,4,-11,2
COCCNC(=O)c1ccc(CN2CCc3ccccc3C2)cc1,-3,4,0.0,3,-0.7,/,-15,-3
CN(C1=NC(=O)CS1)c1ccc(O)cc1,0,9,/,6,-0.1,-15,-13,/
O=C(NC1CCC1)[C@@H]1[C@@H](CO)[C@@H]2Cn3c(ccc(-c4ccncc4)c3=O)[C@H]1N2Cc1cocn1,-3,0,0.2,6,0.1,3,-15,2
C[C@H](CO)N1C[C@H](C)[C@@H](CN(C)S(=O)(=O)c2cccs2)Oc2ccc(NC(=O)Nc3ccc(C(F)(F)F)cc3)cc2C1=O,3&4,-5,-1.0&-0.1,2,1.0,-3,-20,/
CCS(=O)(=O)C1=NN2C(=N)/C(=C\c3ccc(OCCOc4cccc(OC)c4)c(OC)c3)C(=O)N=C2S1,-7,3,0.0,1,1.8,3,-14,-1
C[C@@H]1CCCCO[C@@H](CN(C)CC2CCCCC2)[C@H](C)CN([C@@H](C)CO)C(=O)c2cc(NC(=O)Nc3ccc4c(c3)OCO4)ccc2O1,10,-17,-0.1,-17,-0.2,-2,15,-7
C[C@@H]1CN([C@@H](C)CO)C(=O)c2cc(NC(=O)NC3CCCCC3)ccc2O[C@@H](C)CCCCO[C@H]1CN(C)C(=O)NC1CCCCC1,0,23,0.5,-3,0.0,8,5,4

No enrichment for hits; about 2.5% have a hit in one of these screens.
